Pol III holo inh: inhibitors of bacterial DNA polymerase III holoenzyme; reconstituted DNA polymerase III holoenzyme replication, biochemical; 71,000 tested, 0.25% active; AID 603; Potency, µM (doses to about 57.1 µM), for the others: at the top dose activity change, negative = inhibition; also: potency is read from the fitted curve at half-maximal effect; % is scaled to controls: 0 for no effect and ±100 for the full control effect
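Reconstituted *E. coli* holoenzyme (0.35 nM Pol III, 1 nM beta, 154 nM SSB, 2 nM primase) was preincubated with compound for 15 min at RT. Synthesis on 1.4 nM ssM13Gori ran 35 min, then was stopped with PicoGreen/EDTA and read as dsDNA fluorescence.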
Caspase-7 inhib: caspase-7 (human) inhibition, allosteric or competitive; recombinant caspase-7, Ac-DEVD-AFC fluorescence rate; AID 889; 75,000 tested, 0.02% active; Potency, µM (doses to about 57.5 µM), for the others: top-dose activity change, negative = inhibition, usual class: inhibitors; active = well fitted inhibition curve with a large enough effect in the main read-out, with a control signal flat, not every such curve was filed as active; inconclusive = small, poorly fitted or top-dose-only effect, or a change in a side signal; also: potency is read from the fitted curve at half-maximal effect; % of control where 0% means no effect
USP2a inhib: USP2a (human) protease inhibition; USP2a enzymatic assay, qHTS inhibition; Potency, µM (titrated, usually from 38.3 µM), without a hit: at the highest dose activity change, negative = inhibition, most hits filed as inhibitors; 60,000 tested, 0.1% active;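 also: potency is read from the fitted curve at half-maximal effect; nearly all actives have a fitted effect of over 60% in size; plate controls were DMSO for no effect and NEM full inhibition control for full effect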
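USP2 core (20 nM final) was preincubated with compound for 30 min at RT in 20 mM Tris-HCl pH 8.0, 2 mM CaCl2, 2 mM beta-mercaptoethanol; Ub-PLA2 (20 nM) plus NBD C6-HPC (20 uM) then added, fluorescence read after 2.5 h.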
Caspase-1 inhib: blocks human caspase-1 allosterically or competitively; P29466; Caspase-1 enzyme, Ac-WEHD-AFC fluorogenic rate; Potency, µM (series often up to 57.5 µM), for inactives: top-dose activity change, negative = inhibition, most hits filed as inhibitors; 75,000 tested, 0.03% active;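 also: potency is read from the fitted curve at half-maximal effect; plate controls were vehicle for no effect and no substrate for full effect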
Tau filament bind: tau filament binding; recombinant tau filaments, thioflavin S fluorescence, 15 h; filaments grown with octadecylsulfate alongside compound; Potency, µM (doses to about 57.1 µM), for inactives: top-dose activity change, negative = inhibition; 71,000 tested, 2% active; P10636; AID 596;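 also: potency is read from the fitted curve at half-maximal effect; % is scaled to controls: 0 for no effect and ±100 for the full control effect; actives lower thioflavin S fluorescence by blocking filaments or displacing dye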
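Quantitative HTS: thioflavine S signal from ODS-induced tau filaments, excited at 450 nm, emission 510 nm. Conditions: 1 uM tau, 30 uM ODS, 15 h at 37 C, pH 7.4.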
15-hLO inh: inhibitors of human 15-lipoxygenase (ALOX15). purified 15hLO-1, xylenol orange hydroperoxide absorbance. Potency, µM (doses to about 57.1 µM), inactives show at the top dose activity change, negative = inhibition, most hits filed as inhibitors. 74,000 tested, 1.4% active. AID 887. P16050; also: potency is read from the fitted curve at half-maximal effect; % is scaled to controls: 0 for no effect and ±100 for the full control effect; nearly all actives have a fitted effect of over 55% in size
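Compounds were preincubated 15 min at room temperature with 40 nM purified human enzyme (25 mM Hepes pH 7.5, 0.01% Triton X-100); 50 uM arachidonic acid reacted 6 min. Fe-xylenol orange detection, 30 min, absorbance ratio 573/405 nm.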
Rhodamine autofl: compound autofluorescence in rhodamine spectral region; Rhodamine-region fluorescence, 547/598 nm, Tris buffer; stronger effect = higher value; max dye-equivalent concentration, M; 59,000 tested, 0.05% active; in the data active = max dye-equivalent concentration above about 11 nM; inconclusive = between about 1.1 nM and that limit
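qHTS spectral profiling of compounds without any target or enzyme present, in pH 8.0 Tris buffer; plates were read after a 15-minute room-temperature incubation using the rhodamine-region filter set.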
HADH2 inh: HADH2 (human) dehydrogenase inhibition; Q99714; recombinant HADH2, NADH fluorescence, beta-hydroxybutyryl-CoA; Potency, µM (highest dose often 57.1 µM), for the others: at the highest dose activity change, negative = inhibition, most hits filed as inhibitors; 73,000 tested, 3.4% active; AID 886; also: potency is read from the fitted curve at half-maximal effect; % is scaled to controls: 0 for no effect and ±100 for the full control effect; nearly all actives have a fitted effect of over 60% in size; many of its hits are not listed in these tables
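His-tagged recombinant enzyme from E. coli, 20 nM, preincubated 15 min RT with compound; reaction started with 1 mM NAD+ and 90 uM beta-hydroxybutyryl-CoA in 100 mM Tris-HCl pH 9.0. NADH fluorescence (ex 360/em 450) read over 4 min; last-minus-first difference.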
BRCT inh green: BRCA1 BRCT-phosphoprotein interaction inhibition; Potency, µM (doses to about 76.9 µM), inactives show top-dose activity change, negative = inhibition, usual class: inhibitors; BRCA1 BRCT-phosphopeptide binding, green fluorescence polarization; P38398; 75,000 tested, 0.05% active;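 also: potency is read from the fitted curve at half-maximal effect; plate controls were peptide without protein for full effect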
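Compounds were incubated for 12 min at room temperature with a complex of 100 nM fluorescein-tagged pBACH1 decapeptide and 250 nM His-tagged BRCT protein. Buffer was phosphate pH 7.3 with EDTA, DTT and Tween 20. Disruption of binding lowers the polarization signal.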
HEK293 cAMP ctrl: counter-screen for TSHR agonists: cAMP increase in parental HEK293. Potency, µM (top dose mostly 57.1 µM), inactives show at the highest dose activation, most hits filed as activators. 73,000 tested, 2.5% active. parental HEK293 CNG cAMP sensor, membrane potential fluorescence; also: potency is read from the fitted curve at half-maximal effect; % of control where 0% means no effect; nearly all actives have a fitted effect of over 55% in size
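Counterscreen for endogenous-receptor signalling: CNG-channel HEK 293 cells report cAMP rise by membrane depolarization. After 60 min dye equilibration with 100 uM RO 20-1724, compounds incubated 30 min before bottom-read fluorescence at 590 nm.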
BRCT inh red: inhibitors of human BRCA1 BRCT-phosphoprotein interaction (red fluorophore). P38398. BRCT-phosphopeptide binding, red fluorescence polarization. Potency, µM (top dose mostly 76.9 µM), inactives show top-dose activity change, negative = inhibition, hits mostly inhibitors. 75,000 tested, 0.03% active. AID 892; also: % is scaled to controls: 0 for no effect and ±100 for the full control effect
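Fluorescence polarization: 100 nM His-tagged BRCA1 BRCT with 100 nM TAMRA-labelled phospho-BACH1 decapeptide, phosphate buffer pH 7.3 with 150 mM NaCl, DTT, 0.01% Tween 20; 12 min RT. Binding inhibition seen as FP decrease.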
An asterisk follows results filed as active; i = inactive; u = inconclusive; x = no result given; & = joins results of further samples; [ ] = dose if it differs, or a comment. Unless noted, calls follow the shape of the dose curve; as a rule, active = well fitted curve in the direction sought with a large enough effect; inconclusive = small, poorly fitted or top-dose-only effect, or another doubt; inactive = no such curve, though single readings can be large; an effect the other way counts as inactive or inconclusive.

#	structure	Pol III holo inh	Caspase-7 inhib	USP2a inhib	Caspase-1 inhib	Tau filament bind	15-hLO inh
1	CCOC(=O)C1(O)CSc2nc3sc(C(=O)O)c(C)c3c(=O)n21 (stereo not drawn)	-0.4%	1.0%	0.3%	0.4%	4.2%	8.1%
2	N[C@H](CCCP(=O)(O)O)C(=O)O	-2.0%&-4.7%&-2.2%	1.3%&-1.4%	0.2%	-1.4%&4.7%	28.2%&13.1%&-2.3%	-10.8%[25.6 µM]
3	O=c1c(C/C=C/c2ccccc2)c(O)nc2n1CCCS2	0.0%	-0.8%	-0.9%	-0.6%	-3.5%	-11.3%
4	CCOC(=O)c1c(C)c(C(=O)N2CCc3ccccc3C2)c(C)n1CC	3.4%	-2.6%	17.7%	-7.0%	-11.5%	-5.8%
5	COC(=O)c1ccccc1S(=O)(=O)N(Cc1cc2ccc(OC)cc2[nH]c1=O)CC1CCCO1 (stereo not drawn)	-3.5%	0.4%	13.6%	1.5%	8.4%	-14.6%
6	CCOc1ccc(/C(O)=C2\C(=O)C(=O)N(c3cc(C)on3)C2c2ccccc2OC)cc1 (stereo not drawn)	x	-2.2%	x	-1.1%	x	26.8%
7	Cc1nn(-c2ccccc2)c(C)c1CCC(=O)O	-0.5%	-3.5%	-8.5%	-0.7%	-11.3%	10.8%
8	N=C(N)SCc1ccc(Cl)cc1Cl (tested in a mixture with another compound)	-1.8%[11.4 µM]	-0.9%[11.5 µM]	x	2.5%[11.5 µM]	-0.9%[11.4 µM]	30.4%[activator][11.4 µM]
9	O=C(Cc1ccsc1-c1ccccc1)NO	-0.4%	-1.0%	1.4%	-1.0%	-18.8%	u
10	O=C(O)CC1(Cc2nc(-c3cccs3)no2)CCCC1	-2.6%	-0.4%	x	-1.5%	-16.1%	0.8%
11	CC(Oc1cc(C(F)(F)F)cc(C(F)(F)F)c1)C(=O)NC(N)=O (stereo not drawn)	0.7%	7.2%	1.9%	1.7%	-3.7%	0.0%
12	CN(c1ccccc1C(=O)O)S(C)(=O)=O	-5.3%	1.5%	-3.9%	0.9%	-1.2%	2.4%

#	Rhodamine autofl	HADH2 inh	BRCT inh green	HEK293 cAMP ctrl	BRCT inh red
1	i	-19.2%	-1.8%	3.7%	-0.1%
2	i	-1.8%&11.4%&-18.2%	-0.1%&-3.1%	0.8%&-1.4%&8.3%	-0.1%&1.0%
3	i	-3.3%	-2.0%	2.4%	-0.5%
4	i	11.5%	1.9%	u	-1.5%
5	i	31.7%[activator]	-1.0%	6.8%	-0.4%
6	x	-7.4%	-1.8%	-2.8%	0.2%
7	x	-2.1%	-0.7%	-2.5%	1.4%
8	i	-1.7%[11.4 µM]	-0.9%[15.4 µM]	13.3%[11.4 µM]	0.3%[15.4 µM]
9	i	-0.5%	-0.8%	-5.6%	1.2%
10	x	-6.0%	-2.6%	7.7%	-0.7%
11	i	-5.7%	-0.2%	-0.7%	1.3%
12	i	2.3%	0.4%	-0.3%	-0.1%

An excerpt of these results, field by field.
#11 CC(Oc1cc(C(F)(F)F)cc(C(F)(F)F)c1)C(=O)NC(N)=O (stereo not drawn)
  Pol III holo inh: 0.7%	Caspase-7 inhib: 7.2%	USP2a inhib: 1.9%	Caspase-1 inhib: 1.7%	Tau filament bind: -3.7%	15-hLO inh: 0.0%	Rhodamine autofl: i	HADH2 inh: -5.7%	BRCT inh green: -0.2%	HEK293 cAMP ctrl: -0.7%	BRCT inh red: 1.3%

#12 CN(c1ccccc1C(=O)O)S(C)(=O)=O
  Pol III holo inh: -5.3%	Caspase-7 inhib: 1.5%	USP2a inhib: -3.9%	Caspase-1 inhib: 0.9%	Tau filament bind: -1.2%	15-hLO inh: 2.4%	Rhodamine autofl: i	HADH2 inh: 2.3%	BRCT inh green: 0.4%	HEK293 cAMP ctrl: -0.3%	BRCT inh red: -0.1%

(list continues)
#	structure	Pol III holo inh	Caspase-7 inhib	USP2a inhib	Caspase-1 inhib	Tau filament bind	15-hLO inh
13	CNS(=O)(=O)c1ccc(NC(=O)C(CCSC)NC(N)=O)cc1 (stereo not drawn)	-7.7%	1.3%	5.7%	-1.4%	-5.8%	-0.4%
14	O=S(=O)(NCCCN1CCN(c2ccccc2F)CC1)c1cccc2cccnc12	3.8%	-0.2%	x	0.0%	-7.8%	-29.8%
15	COc1ccc(C2C(C(=O)Nc3cccnc3)=C(C)Nc3nc(-c4cccs4)nn32)cc1OC (stereo not drawn)	-0.3%	-1.8%	x	0.0%	0.8%	2.2%
16	COc1ccc(Oc2ncc3nc(-c4cccc(C#N)c4)c(=O)n(Cc4cccc(OC)c4)c3n2)cc1	-4.2%	-28.9%	208.5%[activator]	u	10µM*	-2.8%
17	CN1CCN(C2=C(Cl)C(=O)N(C3CCCCC3)C2=O)CC1	-2.3%	-3.3%	9.3%	-4.1%	15.8µM*	-13.5%
18	CCCS(=O)(=O)C(=C1Nc2ccccc2N1)S(=O)(=O)CCC	3.4%	-4.7%	5.3%	-2.1%	2.0%	15.7%
19	C/C=C/OC(=O)NC(c1ccccc1)[C@]1(C(C)=O)CCOC1=O (stereo partly drawn)	x	-0.4%[11.5 µM]	x	2.3%[11.5 µM]	x	29.1%[11.4 µM]
20	Cc1cc(C)c2nc(NC3=NCN(CCN4CCOCC4)CN3)nc(C)c2c1	-4.9%	-0.4%	7.1%	-0.4%	12.5%	7.1%
21	COC(=O)c1cc(OC)c(OC)cc1NC(=O)CSc1nnc(-c2cccnc2)n1C	-0.6%	-1.5%	-5.1%	2.1%	-3.1%	12.0%
22	CCC(C(=O)N1CCN(c2cccc(Cl)c2)CC1)c1ccccc1 (stereo not drawn)	-4.1%	-5.9%	-0.8%	-2.8%	-13.8%	-9.8%
23	Nc1ncnc2oc(-c3ccco3)c(-c3ccco3)c12	10µM*	u	x	-13.7%	8.1%	2.51µM*
24	COc1ccc(C(=O)n2nc(-c3ccc(Cl)cc3)nc2N)cc1OC	3.1%	0.7%	7.4%	-0.5%	-9.0%	9.6%

#	Rhodamine autofl	HADH2 inh	BRCT inh green	HEK293 cAMP ctrl	BRCT inh red
13	i	-1.7%	1.7%	2.7%	-1.7%
14	x	-3.2%	-1.2%	37.8%	-5.7%
15	x	1.5%	-1.0%	-3.5%	1.2%
16	i	-0.5%	-4.0%	25.1µM*	-2.7%
17	i	4.4%	-0.4%	2.2%	-0.1%
18	i	-3.6%	-0.6%	18.8%	0.4%
19	x	1.7%[11.4 µM]	-2.7%[15.4 µM]	u	0.1%[15.4 µM]
20	i	5.6%	0.2%	26.2%	-1.0%
21	i	0.0%	1.8%	-3.5%	-0.2%
22	x	0.5%	-0.8%	25.1µM*	1.3%
23	x	5.01µM*	-26.7%	12.2%	u
24	i	20.0%	-0.7%	21.4%	1.4%

Further compounds.
#	structure	Pol III holo inh	Caspase-7 inhib	USP2a inhib	Caspase-1 inhib	Tau filament bind	15-hLO inh
25	O=c1[nH]cnc2scc(-c3cccs3)c12	0.5%	0.4%	4.0%	-0.1%	-0.5%	-0.5%
26	CCOC(=O)NCCc1ccc(OC)cc1	-0.2%[11.4 µM]	-0.3%	3.2%[7.66 µM]	0.1%	4.4%[11.4 µM]	13.5%[11.4 µM]
27	C=CCNC(=O)C1CCN(S(C)(=O)=O)CC1	-3.3%	0.7%	-1.4%	-0.2%	-0.6%	8.7%
28	O=C(O)CSc1nnc(C2CC2)n1-c1ccccc1	-9.6%	2.4%	-9.7%	1.1%	14.7%	u
29	CC(C)(C)SCCNC(=O)COc1ccccc1	-7.1%[11.4 µM]	0.2%	6.3%[7.66 µM]	0.9%	1.5%[11.4 µM]	1.2%[11.4 µM]
30	O=C1C(c2ccc(F)cc2)N(Cc2ccc3c(c2)OCO3)C(=O)CN1C1CCCCC1 (stereo not drawn)	3.4%	-1.8%	7.7%	2.2%	-9.2%	2.5%
31	COCCNc1ccnc(-c2cccc(NS(C)(=O)=O)c2)n1	-1.5%	0.2%	-9.1%	-2.3%	-2.1%	-5.6%
32	O=C(Oc1ccccc1OC(=O)N1CCOCC1)N1CCOCC1	-3.5%	0.7%	-1.1%	1.4%	-5.6%	-6.4%

#	Rhodamine autofl	HADH2 inh	BRCT inh green	HEK293 cAMP ctrl	BRCT inh red
25	i	-1.9%	-0.4%	7.1%	1.1%
26	x	8.8%[11.4 µM]	-2.6%	-0.1%[11.4 µM]	-1.5%
27	i	4.8%	-0.9%	1.8%	-0.3%
28	i	u	0.4%	17.6%	-0.2%
29	x	4.6%[11.4 µM]	0.1%	2.0%[11.4 µM]	0.9%
30	i	6.4%	3.0%	21.6%	-1.0%
31	i	6.4%	-1.1%	16.0%	0.0%
32	i	5.2%	-1.5%	-1.7%	0.0%

Source: PubChem BioAssay

Not all compounds are listed, so the mix of outcomes need not match the whole.
